SKKanGAS inh – S. pyogenes SKKanGAS growth inhibitors in kanamycin, primary screen, streptokinase expression inhibitor project, SKKanGAS strain, BacTiter-Glo luminescence. AID 1662, 2009. 6 h. inhibition, % at 7.5 µM. 300,000 compounds, 1.3% hits;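 active means mean replicate score, as percent of positive control median, at least 50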;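 further: strain carries kanamycin resistance gene driven by streptokinase promoter and grows in 40 µg/ml kanamycin; loss of luminescence reflects streptokinase promoter inhibition or plain growth inhibition; 0% = median of DMSO wells and 100% = positive control at its reference dose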
TRPC4 block – inhibitors of mouse TRPC4 channel, primary screen, Fluo4 calcium, HEK293 TRPC4beta/mu-opioid cells; DAMGO-evoked Fluo4 calcium flux; active compounds read low; Short transient receptor potential channel 4 (Mus musculus), Q9QUQ5; 300,000 compounds, 0.39% hits; B-score at 10 µM;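 active means B-score over 3 SD under the library average, no early fluorescence shift, positive overall ratio signal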
Target sequence (Q9QUQ5 whole entry, looked up): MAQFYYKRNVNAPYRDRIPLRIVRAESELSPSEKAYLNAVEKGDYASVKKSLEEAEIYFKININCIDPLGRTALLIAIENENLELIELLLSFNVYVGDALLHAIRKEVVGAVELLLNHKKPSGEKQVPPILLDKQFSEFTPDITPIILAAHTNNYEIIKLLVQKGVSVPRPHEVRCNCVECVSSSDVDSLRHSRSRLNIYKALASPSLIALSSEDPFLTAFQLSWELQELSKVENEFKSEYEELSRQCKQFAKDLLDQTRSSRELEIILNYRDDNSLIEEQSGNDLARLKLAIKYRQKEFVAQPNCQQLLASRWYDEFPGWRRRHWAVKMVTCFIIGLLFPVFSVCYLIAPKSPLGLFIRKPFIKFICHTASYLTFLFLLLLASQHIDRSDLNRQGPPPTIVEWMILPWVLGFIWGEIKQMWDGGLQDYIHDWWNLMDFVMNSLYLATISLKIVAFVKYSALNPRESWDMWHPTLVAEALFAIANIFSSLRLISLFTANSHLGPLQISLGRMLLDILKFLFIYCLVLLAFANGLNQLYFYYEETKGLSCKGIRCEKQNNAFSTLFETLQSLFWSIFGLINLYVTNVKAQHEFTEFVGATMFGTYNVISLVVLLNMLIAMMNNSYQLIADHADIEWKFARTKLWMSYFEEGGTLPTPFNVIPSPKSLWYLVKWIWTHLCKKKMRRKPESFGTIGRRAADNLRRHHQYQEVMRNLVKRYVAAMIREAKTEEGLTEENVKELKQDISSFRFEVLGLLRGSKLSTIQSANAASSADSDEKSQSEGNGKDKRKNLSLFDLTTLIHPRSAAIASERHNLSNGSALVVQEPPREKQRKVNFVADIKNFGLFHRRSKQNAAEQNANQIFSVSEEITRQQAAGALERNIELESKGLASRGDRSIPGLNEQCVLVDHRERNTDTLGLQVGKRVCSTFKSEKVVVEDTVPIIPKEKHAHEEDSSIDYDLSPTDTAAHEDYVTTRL
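Assay system: TRPC4beta/mu-opioid receptor HEK293 cell line; compound dosing: single concentration per test compound; detection: Fluo4 Ca2+ flux fluorescence; evaluation: per-well B score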
MrgX1 PAM – positive allosteric modulators of MrgX1, primary screen, HEK293 cells, Fluo-4 calcium flux; FDSS; active compounds read high; Mas-related G-protein coupled receptor member X1 (Homo sapiens), Q96LB2; AID 588675, 2011; 310,000 compounds, 0.63% hits; B-score at 10 µM;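 active means plate-corrected calcium response at least 3 library SD above typical, normal starting fluorescence, not activating the receptor alone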;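 further: compound read alongside a low EC10 to EC30 dose of BAM8-22 agonist; peak minus trough fluorescence over baseline measured at the second addition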
RGS4 inh – RGS4 inhibitors, primary screen, cell-based, HEK293 M3R inducible RGS4, calcium flux; Fluo-4 calcium flux; active compounds read high; triggered by carbachol at its EC20; B-score at 10 µM; 310,000 compounds, 0.45% hits; AID 463165, 2010;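 active means B-score, a plate-corrected calcium signal, over three deviations above library mean, with baseline fluorescence within five deviations of library mean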;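 further: RGS4 expression induced by doxycycline in cells with stable M3 receptor; B-score is computed from the integrated fluorescence ratio over baseline after carbachol; higher B-score means a larger calcium signal and so more RGS4 inhibition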
Platelet DG rel – inhibitors of platelet dense granule secretion, primary screen, cell-based, MLPCN, human platelets. 300,000 compounds, 0.22% hits. human platelet-rich plasma, SFLLRN dense granule ATP release, luminescence. inhibition, %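 (compounds screened at 7.5 µM in platelet-rich plasma)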;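 active means mean replicate score, as percent of positive control, at or above 50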
RGS4 act – RGS4 potentiators or activators, primary screen, cell-based, HEK293 M3R inducible RGS4, calcium flux; carbachol calcium flux Fluo4; active compounds read low; B-score at 10 µM; 310,000 compounds, 0.92% hits;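 active means B-score of the integrated calcium signal more than 4 SD below the library mean, with starting fluorescence not abnormally high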;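 further: negative B-score means reduced calcium response which marks RGS4 activation or potentiation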
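Material: Inducible-RGS4 HEK293 cells carrying M3 receptor; also added: carbachol at ECmax as muscarinic agonist stimulus; incubation: compound preincubation 20 min at room temperature before agonist; signal: Fluo4-AM (2 µM) calcium-flux fluorescence, kinetic read; measure: integrated calcium ratio converted to B score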
TRPC6 activator – mouse TRPC6 channel activators, primary screen, cell-based, HEK293, membrane potential dye | B-score at 10 µM | Short transient receptor potential channel 6 (Mus musculus), Q61143 | AID 2550, 2010 | 310,000 compounds, 0.13% hits | HEK293-TRPC6 membrane potential dye fluorescence; active compounds read high;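 active means B-score of the integrated fluorescence ratio above library mean plus 3 SD, and starting fluorescence ratio within library mean plus 5 SD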;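 further: higher score means more depolarization so channel activation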
MrgX1 ag – agonists of human MrgX1 receptor, primary screen, HEK293 cells, Fluo-4 calcium flux | Mas-related G-protein coupled receptor member X1 (Homo sapiens), Q96LB2 | Fluo-4 calcium fluorescence, agonist mode; active compounds read high | B-score at 10 µM | 310,000 compounds, 0.44% hits | AID 588627, 2011;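 active means calcium response B-score plate-corrected fluorescence ratio at least 3 library SD, with starting fluorescence B-score inside 5 SD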
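Material – MrgX1-expressing HEK293 cells · Input – 15,000 cells seeded per well · Dosing – compound as first of three additions · Times – overnight seeding, then 1 h dark dye loading · Measured by – kinetic Fluo-4 NW fluorescence of intracellular calcium · Read-out – B-scored fluorescence response ratio · Benchmarks – positive and negative control wells on each plate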
HIF act – HIF pathway transcriptional activators, primary screen, cell-based, U2OS HRE-luciferase, luminescence; U2OS HRE-luciferase reporter; normalized: DMSO 0%, desferrioxamine 100%; activation, % at 7.5 µM (by protocol); AID 1910, 2009; 300,000 compounds, 0.32% hits;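 active means mean activation of at least 10% of the iron chelator positive control signal, with at least half of replicates also reaching 10%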
MrgX1 antagonist – antagonists of human MrgX1 receptor, primary screen, HEK293 cells, Fluo-4 calcium flux; BAM8-22 antagonism; active compounds read low; Mas-related G-protein coupled receptor member X1 (Homo sapiens), Q96LB2; B-score at 10 µM; 310,000 compounds, 1.3% hits;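 active means calcium-response B-score plate-corrected more than 3 library SD below zero, starting fluorescence within 5 deviations, no agonist response on first addition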;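 further: peak minus trough fluorescence over baseline after final BAM8-22 challenge near maximal dose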
TRPC6 inh – mouse TRPC6 channel inhibitors, primary screen, cell-based, HEK293, membrane potential dye. 310,000 compounds, 1.1% hits. ACh-evoked depolarization; active compounds read low. Short transient receptor potential channel 6 (Mus musculus), Q61143. AID 2553, 2010. B-score at 10 µM;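 active means B-score under library mean minus 3 SD, initial fluorescence not abnormally high, positive integrated signal ratio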;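 further: B-score derived from integrated fluorescence ratio over the kinetic read; more negative B-score means stronger inhibition of depolarization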
An asterisk follows results filed as active; i = inactive; nt = not tested or not shown.

SMILES	SKKanGAS inh	TRPC4 block	MrgX1 PAM	RGS4 inh	Platelet DG rel	RGS4 act	TRPC6 activator	MrgX1 ag	HIF act	MrgX1 antagonist	TRPC6 inh
O=C(c1ccc(C(=O)N2CCCCCC2)cc1)N1CCCCCC1	-2	i	i	i	-33	i	i	i	-0.3	i	i
Fc1ccccc1NC(=S)N1CCCCC1	1	i	i	i	0	i	i	i	2.7	i	i
Cc1ccc(N(CC(=O)NCCc2ccc(Cl)cc2)S(=O)(=O)c2c(C)noc2C)cc1	-9	i	i	i	-15	i	i	i	-0.6	i	i
O=C1C(Cl)=C(N2CCCCCC2)C(=O)N1c1ccc(Br)cc1	10	i	i	i	-4	i	i	i	0.0	i	i
CC(=O)Nc1ccc(NC(=O)CN(C)CC(=O)Nc2ccccc2Br)cc1	1	i	i	i	-1	i	i	i	0.5	i	i
Cc1onc(-c2ccccc2)c1C(=O)N/N=C/c1ccc([N+](=O)[O-])c(O)c1	0	i	i	i	-13	i	i	i	0.2	i	i
COc1ccc(NC(=O)CN(C)C(=O)CCNS(=O)(=O)c2ccc(Br)cc2)cc1	-2	i	i	i	-2	i	i	i	0.7	i	i
S=c1[nH]nc(Cc2sc(-c3ccccc3)nc2-c2ccccc2)o1	30	i	i	i	-2	i	i	i	0.0	i	i
CCOc1ccccc1NC(=O)N1CCc2ccccc2C1	7	i	i	i	20	i	i	i	0.5	i	i
COc1ccc(-c2csc(Nc3ccc(C)cn3)n2)cc1OC	-4	i	i	i	-22	i	i	i	0.9	i	i
Cc1cc(C)nc(CCNC(=O)c2cc(COc3ccccc3)on2)n1	-9	i	i	i	-8	i	i	i	0.6	i	i
Cn1nc(C(=O)OCc2ccc(F)cc2)c2ccccc2c1=O	2	i	i	i	6	i	i	i	-7.2	i	i
Cc1cc(S(=O)(=O)Nc2cccc(Cl)c2)c(C)s1	-7	i	i	i	-1	i	i	i	0.2	i	i
CC(=O)N1CCC(N(CCN2CCOCC2)C(=S)Nc2ccc(C)c(C)c2)CC1	-7	i	i	i	-7	i	i	i	-0.1	i	i
O=C(COC(=O)CSc1cccc2cccc(Cl)c12)Nc1ncc(C(F)(F)F)cc1Cl	3	i	i	i	-4	i	i	i	nt	i	i
COc1ccc(Nc2nc(NCCCN3CCOCC3)nc(N)c2[N+](=O)[O-])cc1	3	i	i	i	-14	i	i	i	-0.2	i	i
CC(=O)Nc1ccc(C(=O)NCC(c2ccco2)N(C)C)cc1 (centres undefined)	5	i	i	i	-11	i	i	i	0.6	i	i
CC(C)NC(=O)COC(=O)/C=C/c1ccco1	2	i	i	i	21	i	i	i	0.8	i	i
COc1ccc(Cc2n[nH]c(=S)n(N)c2=O)cc1	-4	i	i	i	0	i	i	i	-0.7	i	i
CCOC(=O)CC(=O)CSc1nc(-c2ccccc2)cc(-c2ccccc2)c1C#N	5	i	i	i	3	i	i	i	-0.2	i	i
O=C(CNC(=O)c1ccco1)NCC(=O)OCC(=O)c1ccc(Cl)c([N+](=O)[O-])c1	1	i	i	i	-2	i	i	i	-0.2	i	i
O=C(COC(=O)CCC(=O)c1cccs1)NCc1cccs1	3	i	i	i	-1	i	i	i	-0.1	i	i
C/C(=N/NC(=O)CSCc1ccc(Cl)cc1)c1cccc(NC(=O)c2ccccc2)c1	-6	i	i	i	-6	i	i	i	0.1	i	i
CCOc1ccc(C(CC(=O)O)NS(=O)(=O)c2ccc(C)cc2)cc1OC (centres undefined)	0	i	i	i	-3	i	i	i	0.2	i	i
Cc1nc(NCCc2ccc(F)cc2)c2nnn(Cc3ccccc3)c2n1	-2	i	i	i	6	i	i	i	0.6	i	i
Cc1c(NC(=O)Nc2c(Cl)cccc2Cl)c(=O)n(-c2ccccc2)n1C	0	i	i	i	3	i	i	i	0.3	i	i
O=C(N/N=C/c1ccc(OCC(=O)N2CCOCC2)cc1)c1ccccc1Cl	-20	i	i	i	-4	i	i	i	-0.1	i	i
COCCCn1c(C(=O)NC2CCCCC2C)cc2c(=O)n3cccc(C)c3nc21 (centres undefined)	-4	i	i	i	8	i	i	i	-0.4	i	i
COc1ccc(/C=C/C(=O)O)cc1S(=O)(=O)NCc1cccnc1	-1	i	i	i	-3	i	i	i	2.9	i	i
O=C(NC1CCCCC1)C(c1ccc(F)cc1)N(CCN1CCOCC1)C(=O)c1ccc(-c2ccccc2)[nH]1 (centres undefined)	-11	i	i	i	0	i	i	i	0.0	i	i
COc1ccc(N2C(=O)C3CCCN3C2c2cccc(OC)c2)cc1 (centres undefined)	2	i	i	i	7	i	i	i	0.1	i	i
NC(=O)N/N=C/c1cccc(C(F)(F)F)c1	-2	i	i	i	-2	i	i	i	0.0	i	i
COc1ccc(S(=O)(=O)Nc2ccc3c(c2)COC3=O)cc1OC	7	i	i	i	2	i	i	i	0.5	i	i
CCOCCSc1n[nH]c(=O)n1CCc1ccccc1	-7	i	i	i	-5	i	i	i	1.3	i	i
COc1ccc2c(c1)CC(C1(O)C(=O)N(C)c3ccccc31)C2=O (centres undefined)	6	i	i	i	-1	i	i	i	-0.1	i	i
CCOC(=O)C1=C(C)N(CCO)C(=O)NC1c1ccccc1 (centres undefined)	4	i	i	i	-5	i	i	i	0.3	i	i
O=C(c1ccc(Cl)c(Cl)c1)N1CCOCC1	0	i	i	i	-4	i	i	i	-0.4	i	i
CS(=O)(=O)c1ccc(CNC(=O)C2(C(F)(F)F)C/C(=C\Cc3ccccc3)CCCO2)cc1 (centres undefined)	3	i	i	i	0	i	i	i	1.2	i	i
COc1cc(/C=N/O)ccc1OCc1ccc(C(=O)O)cc1	13	i	i	i	7	i	i	i	-3.7	i	i
COc1ccc(/C=N/n2c(C3CCCCC3)n[nH]c2=S)c(OC)c1	-2	i	i	i	7	i	i	i	-0.8	i	i
OC(COCC1COc2ccccc2O1)CN1CCN(c2ccccn2)CC1 (centres undefined)	-11	i	i	i	-2	i	i	i	0.1	i	i
NC(=O)C1CCN(c2ccc(C(F)(F)F)cc2[N+](=O)[O-])CC1	-5	i	i	i	-1	i	i	i	0.2	i	i
CCCCN(CCCC)S(=O)(=O)c1ccc(N2CCCC2=O)c([N+](=O)[O-])c1	-10	i	i	i	-2	i	i	i	-0.3	i	i
O=C(CSc1nnc(-c2ccccc2Cl)o1)N1CCCCC1	-4	i	i	i	3	i	i	i	3.4	-4.9*	i
COc1cccc(-c2nnc(SCC3CNC(=O)O3)n2-c2ccc(Cl)cc2)c1 (centres undefined)	3	i	i	i	1	i	i	i	1.2	i	i
Cc1cc(NC(=O)CC23CC4CC(C2)CC(CC(=O)Nc2cc(C)on2)(C4)C3)no1	-7	i	i	i	-6	i	i	i	0.7	i	i
COc1cc(OC)cc(C(=O)NC(C)CNc2ccc(Cl)cc2[N+](=O)[O-])c1 (centres undefined)	-2	i	i	i	-4	i	i	i	0.5	i	i
Cc1cc(C)c(-c2csc(NC(=O)c3n[nH]c(=O)c4ccccc34)n2)c(C)c1	31	i	i	i	6	i	i	i	-0.4	i	i
O=C(CSc1nc2ccsc2c(=O)n1NC(=O)c1ccccc1)NCc1ccco1	-2	i	i	i	7	i	i	i	0.8	i	i
O=C(CCCC(=O)N(CC(=O)NC1CCCCC1)c1ccc(F)cc1)Nc1ccccn1	3	i	i	i	-6	i	i	i	-0.5	i	i
COc1ccc(CCN(C)C(=O)N2CCOCC2)cc1OC	-7	i	i	i	-3	i	i	i	-1.1	i	i
CC1(C)CC2CC(C)(CN2S(=O)(=O)c2ccc(C(=O)Nc3cccc(S(=O)(=O)N4CCOCC4)c3)cc2)C1 (centres undefined)	13	i	i	i	-3	i	i	i	-1.4	i	i
NC(=O)Cn1c(=O)n(C2CCCCC2)c(=O)c2c3c(sc21)CCCCC3	-5	i	i	i	9	i	i	i	-0.2	i	i
CCOc1cc(CNc2cccc3ccccc23)cc(Br)c1OCC(=O)NC(C)(C)C	5	i	i	i	-1	i	i	i	-1.1	i	i
CS(=O)(=O)N1CCN=C1SCc1ccc(F)cc1	-1	i	i	i	-9	i	i	i	-0.2	i	i
CN1CCN(c2ncccc2S(=O)(=O)N2CCCCC2)CC1	-4	i	i	i	6	-12*	i	i	-0.1	i	-7*
COc1cc(C(=O)N/N=C/c2cn(Cc3ccccc3)c3ccccc23)ccc1O	6	i	i	i	-7	i	i	i	0.2	i	i
CC(C)CNC(=S)N1CCC(Cc2ccccc2)CC1	9	i	i	i	-9	i	i	i	-0.4	i	i
CC1CN(C(=O)CCNC(=O)c2ccc(Cl)cc2)CC(C)O1 (centres undefined)	-2	i	i	i	3	i	i	i	-0.1	i	i
N/C(COc1cccc(Cl)c1)=N\NS(=O)(=O)c1ccccc1	-4	i	i	i	-6	i	i	i	0.5	i	i
CC(C)(C)n1nc2c(c1NC(=O)c1c(F)cccc1F)CS(=O)(=O)C2	-3	i	i	i	12	i	i	i	-0.3	i	i
COc1ccc(-n2nc3c(N4CCC(C(=O)N5CCC(C)CC5)CC4)nnc(C)c3c2C)cc1	0	i	i	i	-8	-7*	i	i	0.3	i	i
COc1ccc(C2=NN(C(=O)c3cccc([N+](=O)[O-])c3)C(c3cccc([N+](=O)[O-])c3)C2)cc1 (centres undefined)	8	nt	i	i	-7	i	i	i	-0.3	i	i

Compound activity: PubChem BioAssay, several laboratories
